# CCR6 antag – CCR6 receptor antagonists, primary screen, cell-based, CHO-K1, luminescence, beta-arrestin, uHTS | AID 493098, 2011 | CHO-K1 CCR6 PathHunter beta-arrestin, CCL20-stimulated | inhibition, % at 20 µM | 340,000 tested, 0.49% active | C-C chemokine receptor type 6 (Homo sapiens), P51684;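 active = compounds whose inhibition of the agonist-driven luminescence signal at 20 µM reaches about 50%, limit read from the data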;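 also: cells stimulated with CCL20 at 14 nM final; plate controls were DMSO with CCL20 for no effect and DMSO without agonist for full effect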
# EBI2 antag – EBI2 receptor antagonists, beta-arrestin recruitment, primary screen, cell-based, luminescence, 7a,25-OHC stimulation, uHTS; AID 651636, 2012; G-protein coupled receptor 183 (Homo sapiens), P32249; 7a,25-OHC stimulated; inhibition, % at 5 µM; 360,000 tested, 0.81% active; in the data active = inhibition above about 38%;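 also: enzyme fragment complementation signal reports receptor beta-arrestin coupling in cells; 0% = agonist plus DMSO wells and 100% = wells without agonist; some results beyond the cut were filed as inactive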
# Target sequence (P32249 whole entry, looked up, the tested form may be a part): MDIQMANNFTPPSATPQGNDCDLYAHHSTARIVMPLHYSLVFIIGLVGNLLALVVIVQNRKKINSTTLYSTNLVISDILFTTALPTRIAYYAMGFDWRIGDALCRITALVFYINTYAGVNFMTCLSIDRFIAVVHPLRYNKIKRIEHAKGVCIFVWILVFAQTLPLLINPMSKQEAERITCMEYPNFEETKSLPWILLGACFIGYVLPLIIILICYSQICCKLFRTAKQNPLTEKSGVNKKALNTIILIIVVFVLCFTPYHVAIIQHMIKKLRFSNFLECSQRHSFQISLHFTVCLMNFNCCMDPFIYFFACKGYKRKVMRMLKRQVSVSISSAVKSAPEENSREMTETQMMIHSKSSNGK
# Gli-Sufu antag – Gli-Sufu pathway antagonists, primary screen, luciferase luminescence, Sufu-KO-LIGHT cells, uHTS; 340,000 tested, 0.74% active; AID 588413, 2011; Sufu-KO-LIGHT fibroblasts, Gli luciferase reporter luminescence; inhibition, % at 5 µM;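 active = inhibition above about 55%, limit read from the data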;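 also: 0% = DMSO-treated cells and 100% = wells with medium but no cells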
# CXCR6 block – CXCR6 receptor inhibitors, primary screen, cell-based, beta-arrestin, luminescence, CHO-K1 PathHunter, 1536-well | C-X-C chemokine receptor type 6 (Homo sapiens), O00574 | inhibition, % at 20 µM | 360,000 tested, 0.36% active | AID 602244, 2012; in the data active = inhibition above about 34%, passing the limit was not always enough;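 also: antagonist mode with CXCL16 agonist at 10 nM final; 0% = 10 nM CXCL16 with DMSO and 100% = unstimulated wells without agonist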
# Target sequence (O00574 whole entry, looked up): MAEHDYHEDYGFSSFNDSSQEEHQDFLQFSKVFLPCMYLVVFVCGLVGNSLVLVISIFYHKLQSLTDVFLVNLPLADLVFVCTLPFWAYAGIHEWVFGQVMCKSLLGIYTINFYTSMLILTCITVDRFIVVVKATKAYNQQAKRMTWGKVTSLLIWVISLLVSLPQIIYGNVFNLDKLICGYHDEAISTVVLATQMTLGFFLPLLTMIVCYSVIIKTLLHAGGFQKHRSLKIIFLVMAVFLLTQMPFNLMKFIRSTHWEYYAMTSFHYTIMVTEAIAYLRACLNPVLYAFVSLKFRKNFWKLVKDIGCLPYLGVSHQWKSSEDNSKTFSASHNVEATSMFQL
# 697 NFkB inh – inhibitors of PMA/ionomycin-induced NF-kB reporter, 697 cells, primary screen, B-cell NF-kB inhibitor project, cell-based, luminescence, uHTS; 697 B-cell NF-kB luciferase reporter, 16 h; inhibition, % at 4 µM; 330,000 tested, 0.33% active; in the data active = inhibition above about 35%
# UBC13 polyUb – UBC13 polyubiquitin chain formation inhibitors, primary screen, biochemical, TR-FRET, uHTS; Ubiquitin-conjugating enzyme E2 N (Homo sapiens), P61088; inhibition, % at 20 µM; 330,000 tested, 0.47% active; AID 485273, 2010; in the data active = inhibition above about 45%, passing the limit was not always enough; inconclusive = no clear call, values can overlap the other calls
# Jurkat NFkB inh – inhibitors of induced NF-kB luciferase reporter, primary screen, TCR NF-kB activation inhibitor project, cell-based, luminescence, uHTS | Jurkat, PMA/ionomycin-induced NF-kB luciferase reporter | inhibition, % at 4 µM | 330,000 tested, 0.53% active | AID 435003, 2010; in the data active = inhibition above about 50%
# APJ antag – antagonists of human apelin receptor APJ, primary screen, CHO-K1 cells, beta-arrestin complementation, luminescence. P35414. 330,000 tested, 0.32% active. inhibition, % at 20 µM;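 active = inhibition above about 40% at 20 µM, limit read from the data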;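 also: cells challenged with 10 nM apelin-13 agonist together with compound; plate controls were apelin-13 plus DMSO wells for no effect and DMSO wells lacking apelin-13 for full effect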
# Target sequence (P35414 whole entry, looked up): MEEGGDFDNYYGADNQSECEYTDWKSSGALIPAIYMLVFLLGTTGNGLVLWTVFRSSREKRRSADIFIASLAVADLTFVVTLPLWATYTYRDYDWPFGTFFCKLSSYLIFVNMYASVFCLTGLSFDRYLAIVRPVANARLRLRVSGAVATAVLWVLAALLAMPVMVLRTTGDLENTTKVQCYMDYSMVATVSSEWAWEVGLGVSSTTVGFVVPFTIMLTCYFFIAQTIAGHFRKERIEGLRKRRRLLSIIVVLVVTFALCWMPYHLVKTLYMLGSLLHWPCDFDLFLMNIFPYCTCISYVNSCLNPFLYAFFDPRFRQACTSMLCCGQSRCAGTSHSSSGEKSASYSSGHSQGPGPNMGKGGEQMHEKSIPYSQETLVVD
# Active calls of the source: *; ? = inconclusive; . = no result given.
SMILES,CCR6 antag,EBI2 antag,Gli-Sufu antag,CXCR6 block,697 NFkB inh,UBC13 polyUb,Jurkat NFkB inh,APJ antag
c1ccc2nc(N3CCOCC3)c(N3CCOCC3)nc2c1,-0.2,-3.1,-6.3,5.4,4.4,13.5,2.6,-6.8
CCCOC(=O)CSc1nnc(-c2ccccc2Cl)o1,0.0,-11.3,11.5,4.9,11.2,-0.2,-1.7,8.7
CC1CCc2c(C(=O)Nc3ccc(N4CCOCC4)cc3)csc2C1 (stereo unspecified),16.9,18.6,-0.2,10.9,-0.3,5.1,-6.4,6.9
Cc1ccc(C(=O)Nc2ccccc2C(=O)NC(C(=O)O)C(C)C)cc1 (stereo unspecified),-8.2,-2.0,-6.3,-2.5,-25.8,-11.4,-22.6,14.2
O=C(O)COc1ccc(Cl)cc1C1CCCCC1,3.9,-2.4,1.8,-1.0,.,.,.,.
CCc1noc(C)c1C(=O)N1CCN(c2cccc(C)c2C)CC1,5.4,2.2,5.7,-1.3,-10.2,-1.1,-0.1,0.4
CCOC(=O)c1nnc(-c2ccccc2)nc1N1CCSCC1,17.7,-12.0,-12.6,0.2,-24.7,-6.3,-8.8,-5.6
OC(c1ccccc1)(c1ccccc1)c1nccc2ccccc12,32.9,15.2,9.7,11.6,.,.,.,.
O=C(c1n[nH]c2c1CCCC2)n1ccnc1,.,.,.,.,7.4,-4.7,-4.2,2.9
COc1ccc2c(c1OC)C(=O)N(c1ccc(C)cc1)C2,7.1,-5.7,-34.7,-1.3,-109.6,2.6,-95.1,-0.4
O=C(OC(C(=O)Nc1ccc(Cl)cc1C(F)(F)F)c1ccccc1)C1=COCCO1 (stereo unspecified),5.6,2.5,-1.5,-1.9,-3.3,8.4,14.8,24.7
COc1ccc(NS(=O)(=O)c2cccc(C(=O)NCC3(N4CCCCC4)CCCCC3)c2)cc1,16.8,-0.8,33.7,18.7,1.5,6.1,3.0,23.0
Cc1ccc2c(=O)cc(C(=O)Nc3ccc(S(=O)(=O)Nc4onc(C)c4C)cc3)oc2c1,9.8,4.5,1.6,4.8,7.6,-0.9,2.0,-11.0
N#C/C(=C/c1ccc(-c2ccc(S(N)(=O)=O)cc2)o1)C(=O)Nc1ccccc1,-0.6,-22.8,3.2,6.3,11.6,-11.2,10.5,-47.2
NC(=O)NOCc1c(Cl)cccc1Cl,0.3,5.1,-6.6,6.0,5.3,1.1,15.4,-1.1
CCOC(=O)c1ccc(NNC(=O)CC)c([N+](=O)[O-])c1,1.5,9.5,0.2,5.2,8.6,7.5,-6.3,9.0
O=c1[nH]cnc2cc(-c3ccc(Br)cc3)sc12,-5.1,-8.7,-53.2,5.4,-89.0,-15.6,-46.1,1.7
COc1ccc(N2CC(C(=O)Nc3nc4ccc(S(C)(=O)=O)cc4s3)CC2=O)cc1 (stereo unspecified),0.2,-5.5,-15.8,-9.9,2.1,-2.5,-10.3,4.2
NS(=O)(=O)c1ccc(NC(=O)/C=C/c2cccc(Cl)c2)cc1,13.6,1.0,-10.0,-10.6,-55.0,-5.2,-21.3,8.2
COc1ccccc1CNC(=O)[C@H](C)NC(=O)C1CCN(C(=O)[C@@H](N)C(C)C)CC1,6.5,-8.2,-10.1,-0.2,11.4,3.9,8.1,8.2
c1ccc(-c2csc(Nc3cccnc3)n2)nc1,1.3,-3.4,-27.2,-3.2,-42.1,-30.3,-53.0,8.8
CCCN1C(=O)c2ccc(C(=O)Nc3cc(C)on3)cc2C1=O,-11.9,-9.0,-3.3,3.8,10.1,1.5,-7.1,-14.7
CC1=CC(C)(C)N2C(=O)C3(C(C#N)=C(N)Oc4cc(C)oc(=O)c43)c3cc(C)cc1c32 (stereo unspecified),6.0,15.6,3.4,0.9,-12.9,-21.8,-3.7,1.0
CCN(Cc1nc2cc(OC)c(OC)cc2c(=O)[nH]1)C(=O)c1ccc(S(=O)(=O)N(C)C)cc1,3.8,-9.5,10.3,-13.5,5.1,5.2,19.1,5.5
COCCCN1C(=O)C(=O)/C(=C(/O)c2ccc3c(c2)CC(C)O3)C1c1cccnc1 (stereo unspecified),5.1,-12.7,16.3,-13.1,11.2,-6.6,3.0,8.5
Cc1cc(CSc2ccccc2)ccc1NC(=O)c1ccc(Cl)c([N+](=O)[O-])c1,11.8,12.7,2.8,6.8,9.5,1.0,-8.8,4.2
CC1(C)OC(=O)C(=NNc2ccc(O)cc2)C(=O)O1,7.0,5.3,-3.7,0.6,-12.2,-13.6,20.3,12.2
COc1cccc(C(=O)OCC(=O)NC(C)CCc2ccccc2)c1O (stereo unspecified),10.8,4.0,-4.9,-2.6,-8.4,1.2,-0.1,7.6
NC(=O)c1nsc(C(=O)N(CCc2ccccc2)C(C(=O)NC2CCCC2)c2ccco2)c1N (stereo unspecified),0.6,2.6,3.3,-0.1,8.6,13.7,1.2,1.6
CCOC(=O)N1CCN(C(=O)CN(c2ccc(C)c(C)c2)S(=O)(=O)c2ccccc2)CC1,12.8,1.9,6.4,-5.8,-11.3,4.1,3.1,4.2

# Among those listed so far, these contain a thiophene ring, fused or not.
SMILES,CCR6 antag,EBI2 antag,Gli-Sufu antag,CXCR6 block,697 NFkB inh,UBC13 polyUb,Jurkat NFkB inh,APJ antag
CC1CCc2c(C(=O)Nc3ccc(N4CCOCC4)cc3)csc2C1 (stereo unspecified),16.9,18.6,-0.2,10.9,-0.3,5.1,-6.4,6.9
O=c1[nH]cnc2cc(-c3ccc(Br)cc3)sc12,-5.1,-8.7,-53.2,5.4,-89.0,-15.6,-46.1,1.7

# Part of the list above in another layout:
SMILES | CCR6 antag | EBI2 antag | Gli-Sufu antag | CXCR6 block | 697 NFkB inh | UBC13 polyUb | Jurkat NFkB inh | APJ antag
CCN(Cc1nc2cc(OC)c(OC)cc2c(=O)[nH]1)C(=O)c1ccc(S(=O)(=O)N(C)C)cc1 | 3.8 | -9.5 | 10.3 | -13.5 | 5.1 | 5.2 | 19.1 | 5.5
COCCCN1C(=O)C(=O)/C(=C(/O)c2ccc3c(c2)CC(C)O3)C1c1cccnc1 (stereo unspecified) | 5.1 | -12.7 | 16.3 | -13.1 | 11.2 | -6.6 | 3.0 | 8.5

# The results go on.
SMILES,CCR6 antag,EBI2 antag,Gli-Sufu antag,CXCR6 block,697 NFkB inh,UBC13 polyUb,Jurkat NFkB inh,APJ antag
OCC1(Cc2ccccc2)CCN(Cc2cccc(F)c2F)CC1,8.9,-8.3,0.7,2.5,23.0,5.7,3.0,-13.9
CCOC(=O)c1nn(-c2ccc(OCC)cc2)c2nc(-c3cccc(OC)c3)c(C#N)c(=O)n12,9.9,6.1,17.1,2.3,2.0,40.3,3.1,24.0
CCC(C(=O)NCc1ccco1)N(C(=O)CNS(=O)(=O)c1ccccc1)c1ccc(OC)cc1 (stereo unspecified),0.6,-5.2,-2.1,3.7,23.6,8.8,4.5,4.3
O=C(N/N=C/c1cccc(Br)c1)C1CC(=O)N(c2ccccc2)C1 (stereo unspecified),12.5,3.4,9.9,-6.1,19.7,8.0,24.2,27.5
O=c1[nH]c(/C=C2\C=Nc3ccccc32)c(O)n1Cc1ccccc1F,-3.7,12.9,56.2*,-6.9,-18.4,0.8,84.0*,17.1
Cc1ccccc1N1CC(C(=O)Nc2nnc(SCCN3CCOCC3)s2)CC1=O (stereo unspecified),4.1,-13.8,12.3,-11.9,-4.5,-1.3,-6.8,19.3
CCN(CC)S(=O)(=O)c1csc(C(=O)NCc2ccccc2)c1,3.0,11.7,-6.9,-6.4,0.0,8.4,-14.1,-11.6
COc1cccc(N2CC(=O)N(NC(=O)CSc3nc(C)cc(C)c3C#N)CC2=O)c1,8.9,-3.5,20.4,1.4,1.7,6.3,3.4,0.8
O=C(O)CSCC(=O)NCc1ccc(Cl)cc1Cl,1.2,-8.2,15.9,7.7,13.7,1.3,-11.5,-0.5
CCOC(=O)N1CCN(C(=O)COc2cccc3c2CCN(CC)C3=O)CC1,7.6,-9.0,-10.1,-0.1,12.8,16.0,17.3,-23.8
CC(=O)Nc1nc(C2CC2)cc(-c2ccccc2)c1C#N,-9.9,3.4,14.2,-2.3,14.6,8.7,24.5,11.6
CC(Cn1cnc2ccccc21)C(=O)O (stereo unspecified),-4.2,-2.5,1.4,0.0,7.2,-1.7,5.7,19.5
CC(=O)Nc1cn(C(C)=O)c(C)n1,.,.,.,.,13.1,-7.8,-3.7,2.3
Cc1ccc(/C=C2\SC(=S)N(CCC(=O)NNC(=O)c3ccc(O)cc3)C2=O)cc1,-5.0,4.6,-0.8,3.4,14.7,-21.3,9.2,2.4
CS(=O)(=O)N(Cc1nc(-c2ccc(F)cc2)no1)c1ccccc1Cl,9.9,0.5,5.8,-2.5,4.5,13.9,14.4,8.6
O=C(c1cc(COc2ccc(F)cc2F)on1)N1CC2C[C@@H]3CC1C[C@H](C2)C3,12.2,17.6,-8.9,-15.0,-82.8,5.6,-46.9,4.6
Cc1cc(Cl)ccc1NC(=S)NCc1cccs1,-8.3,0.4,-14.6,-4.2,10.8,-0.2,3.4,5.8
CCCCc1cc(=O)oc2cc(C)cc(OCC(=O)Nc3ccccn3)c12,-7.3,5.4,-35.5,3.1,-117.6,9.2,-75.3,28.1
O=C(/C=C/c1ccc([N+](=O)[O-])cc1)NCCSCc1ccco1,16.5,4.4,-2.4,-14.9,7.1,2.0,2.6,-4.0
Cc1ccc(CNc2oc(-c3ccco3)nc2S(=O)(=O)c2ccccc2)cc1,9.5,-8.0,0.5,4.2,-4.0,25.8,0.7,-2.8
Cc1nn2c(C)c(C(=O)Nc3ccccc3)cnc2c1C#N,6.2,-2.1,10.3,8.5,-1.0,0.6,-12.3,7.1
Cc1nc(-c2ccccc2)sc1C1(C)CC(c2c(Cl)cccc2Cl)=NO1 (stereo unspecified),15.9,20.0,6.2,-3.5,-25.3,0.2,9.3,1.5
Cc1cc(=S)c2ccccc2[nH]1,-9.3,-12.6,4.9,-7.5,-7.8,3.6,-5.2,4.2
CCOC(=O)CSc1nc(N)c(C#N)c(-c2ccc(OCC)cc2)c1C#N,16.7,9.1,8.2,8.0,-0.9,17.9,-5.8,-3.7
NS(=O)(=O)c1ccc(NC(=O)c2ccccc2C(=O)N2CCCCC2)cc1,-6.3,-0.6,-1.3,-8.8,-8.8,-9.3,-14.7,-2.0
CCCOc1ccc(C(=O)NNC(=S)NC(=O)c2cccs2)cc1,63.5*,11.5,18.7,52.7*,-13.8,-24.4,-3.8,9.7
Cc1cc2nc3ccc(N(C)C)cc3nc2cc1N,17.5,-13.8,-37.5,4.4,-3.8,-43.2,-4.7,-6.7
CN(C(=O)c1cccc(NC(=O)Cc2ccc(NC(=O)C3CCCN(C(=O)C4CCCC4)C3)cc2)c1)C1CC1 (stereo unspecified),10.7,-7.7,4.5,3.0,.,.,.,.
Cc1cccc(-c2oc3ccccc3c2C#CCCO)c1,-4.2,5.4,14.5,0.1,-26.7,7.0,-11.5,-44.9
S=C(NCc1ccccc1)NCc1ccco1,3.9,9.8,-26.9,-3.1,-2.5,-3.7,10.0,4.8
O=C(O)C(c1ccccc1)C(O)C1CCCC1 (stereo unspecified),-2.1,1.2,-2.5,-11.1,.,.,.,.
CSc1ccc(-c2c(C#N)c(N)nc3c2c(C)nn3-c2ccccc2)cc1,27.3,22.4,-0.3,3.6,-8.0,?,30.8,16.3
Cc1ccccc1CNC(=O)c1ccccc1C(=O)O,-7.3,-9.1,-26.9,-1.9,-4.3,7.4,-12.2,-17.9
O=C(CN1CCN(c2ccc(F)cc2)CC1)Nc1ccc2c(c1)OCCO2,4.1,-3.7,28.6,-1.5,-17.5,5.5,12.0,3.0
CCOC(=O)C(CC)Sc1nc2c(c(=O)[nH]c(=O)n2C)n1C/C=C(/C)Cl (stereo unspecified),14.1,3.2,4.7,-1.1,10.2,0.0,10.6,13.7

# Screening data (PubChem)
